MrgX1 antagonist: blocks BAM8-22 activation of human MrgX1 receptor | MRGX1-HEK293 calcium flux, Fluo-4, BAM8-22 antagonism; hits give low values | B-score at 10 µM | 310,000 compounds, 1.3% hits | AID 588676;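 active means calcium-response B-score plate-corrected more than 3 library SD below zero, starting fluorescence within 5 deviations, no agonist response on first addition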;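 further: peak minus trough fluorescence over baseline after final BAM8-22 challenge near maximal dose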
ANO1 activ: mouse TMEM16A channel activation, primary screen; Q8BHY3; HEK293 TMEM16A/YFP-H148Q/I152L, iodide quench fluorescence; hits give low values; B-score at 10 µM; 340,000 compounds, 0.3% hits; AID 623877;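 active means fluorescence-ratio B-score plate-corrected deviation score at least 3 library SD below zero, with starting fluorescence score within 5 deviations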;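 further: channel opened by trigger with iodide after compound preincubation; score built on the fluorescence ratio of max minus min over baseline; more negative score means more quench and so TMEM16A activation or potentiation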
MrgX1 PAM: human MrgX1 positive allosteric modulation, primary screen; 310,000 compounds, 0.63% hits; MrgX1-HEK293, Fluo-4 calcium flux, FDSS; hits give high values; B-score at 10 µM; Q96LB2;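 active means plate-corrected calcium response at least 3 library SD above typical, normal starting fluorescence, not activating the receptor alone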;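 further: compound read alongside a low EC10 to EC30 dose of BAM8-22 agonist; peak minus trough fluorescence over baseline measured at the second addition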
TRPC4 block: TRPC4 (mouse) channel inhibition; Q9QUQ5; HEK293 TRPC4beta/mu-opioid, DAMGO-evoked Fluo4 calcium flux; hits give low values; B-score at 10 µM; 300,000 compounds, 0.39% hits;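 active means B-score over 3 SD under the library average, no early fluorescence shift, positive overall ratio signal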
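Test system – stable TRPC4beta/mu-opioid receptor HEK293 cells · Probe or stimulus – DAMGO, a submaximal dose followed by a maximal one · Dosing – one concentration per compound · Signal – Fluo4 calcium fluorescence by kinetic imaging, 5 s 1 Hz baseline · Evaluation – per-well B score of integrated baseline-normalized Fluo4 ratio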
ANO1 block: blocks the mouse calcium-activated chloride channel TMEM16A; Q8BHY3; HEK293 TMEM16A/YFP iodide influx fluorescence, ionomycin; normalized B-score (activity score, 25-100; higher = stronger inhibition) at 10 µM; 310,000 compounds, 1.2% hits; AID 588511;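 active means ratio plate-corrected score three or more library SD toward inhibition, starting fluorescence score within five deviations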;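 further: score derived from kinetic fluorescence span divided by baseline fluorescence per well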
MrgX1 ag: agonists of human MrgX1 receptor; MrgX1-HEK293 cells, Fluo-4 calcium fluorescence, agonist mode; hits give high values; AID 588627; Q96LB2; 310,000 compounds, 0.44% hits; B-score at 10 µM;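 active means calcium response B-score plate-corrected fluorescence ratio at least 3 library SD, with starting fluorescence B-score inside 5 SD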
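Material – MrgX1-expressing HEK293 cells · Input – 15,000 cells seeded per well · Dosing – compound as first of three additions · Times – overnight seeding, then 1 h dark dye loading · Measured by – kinetic Fluo-4 NW fluorescence of intracellular calcium · Read-out – B-scored fluorescence response ratio · Benchmarks – positive and negative control wells on each plate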
TRPC4 PAM: allosteric potentiators of mouse TRPC4 channel | HEK293 TRPC4beta/mu-opioid, DAMGO EC20, Fluo-4 Ca2+ flux; hits give high values | AID 2227 | 310,000 compounds, 0.42% hits | Q9QUQ5 | B-score at 10 µM;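 active means B-score of calcium response area above 5 SD of library B-scores, with initial fluorescence ratio within 5 SD of library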;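 further: B-score of integrated fluorescence ratio over time as area under calcium response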
TRPC6 act: activates the mouse TRPC6 cation channel; AID 2550; 310,000 compounds, 0.13% hits; Q61143; B-score at 10 µM; HEK293-TRPC6 membrane potential dye fluorescence; hits give high values;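 active means B-score of the integrated fluorescence ratio above library mean plus 3 SD, and starting fluorescence ratio within library mean plus 5 SD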;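 further: higher score means more depolarization so channel activation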
Target sequence (Q61143 whole entry, looked up): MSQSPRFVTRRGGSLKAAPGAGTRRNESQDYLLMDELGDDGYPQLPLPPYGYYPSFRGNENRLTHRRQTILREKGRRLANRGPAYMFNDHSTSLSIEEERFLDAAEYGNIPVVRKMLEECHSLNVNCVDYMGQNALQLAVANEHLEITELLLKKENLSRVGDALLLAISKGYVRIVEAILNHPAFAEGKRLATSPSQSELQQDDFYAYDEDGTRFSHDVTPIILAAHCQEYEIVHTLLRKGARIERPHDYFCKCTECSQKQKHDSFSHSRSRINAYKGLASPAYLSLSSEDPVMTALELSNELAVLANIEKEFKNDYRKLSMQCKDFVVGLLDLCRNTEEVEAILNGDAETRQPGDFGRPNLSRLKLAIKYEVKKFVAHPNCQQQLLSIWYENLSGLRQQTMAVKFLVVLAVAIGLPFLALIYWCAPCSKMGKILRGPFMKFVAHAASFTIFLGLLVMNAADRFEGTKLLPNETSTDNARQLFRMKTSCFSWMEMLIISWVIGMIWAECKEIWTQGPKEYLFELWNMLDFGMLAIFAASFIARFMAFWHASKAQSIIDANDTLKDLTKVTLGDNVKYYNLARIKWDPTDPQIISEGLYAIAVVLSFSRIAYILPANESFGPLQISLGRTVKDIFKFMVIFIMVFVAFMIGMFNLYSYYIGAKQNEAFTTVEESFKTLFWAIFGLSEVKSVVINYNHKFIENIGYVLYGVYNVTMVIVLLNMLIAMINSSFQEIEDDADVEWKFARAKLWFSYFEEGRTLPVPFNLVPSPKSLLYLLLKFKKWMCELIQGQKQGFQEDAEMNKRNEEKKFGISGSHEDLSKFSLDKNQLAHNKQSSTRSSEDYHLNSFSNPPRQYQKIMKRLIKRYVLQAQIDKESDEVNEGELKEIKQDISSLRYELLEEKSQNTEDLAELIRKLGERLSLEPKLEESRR
TRPC6 inh: blocks the mouse TRPC6 cation channel. AID 2553. Q61143. B-score at 10 µM. HEK293-TRPC6, membrane potential dye, ACh-evoked depolarization; hits give low values. 310,000 compounds, 1.1% hits;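 active means B-score under library mean minus 3 SD, initial fluorescence not abnormally high, positive integrated signal ratio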;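 further: B-score derived from integrated fluorescence ratio over the kinetic read; more negative B-score means stronger inhibition of depolarization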
TRPC4 agonist: activators of mouse TRPC4 channel; Q9QUQ5; HEK293 TRPC4beta/mu-opioid, Fluo4 calcium fluorescence; hits give high values; B-score at 10 µM; 310,000 compounds, 0.49% hits; AID 2237;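 active means B-score above 5 SD of library B-scores, and initial fluorescence ratio not above library mean plus 5 SD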;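 further: positive B-score marks a calcium rise read as TRPC4 activation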
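system = HEK293 cells stably co-expressing mouse TRPC4beta and mu-opioid receptor | schedule = Fluo4 dye loading 45 min at room temperature, 110 s recording | measure = B-scored integrated calcium fluorescence ratio | signal = Fluo4 calcium-sensitive dye fluorescence, kinetic, 1 Hz baseline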
SKKanGAS inh: SKKanGAS growth inhibition. 300,000 compounds, 1.3% hits. S. pyogenes SKKanGAS, kanamycin growth, BacTiter-Glo, 6 h. AID 1662. inhibition, % at 7.5 µM;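 active means mean replicate score, as percent of positive control median, at least 50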;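 further: strain carries kanamycin resistance gene driven by streptokinase promoter and grows in 40 µg/ml kanamycin; loss of luminescence reflects streptokinase promoter inhibition or plain growth inhibition; 0% = median of DMSO wells and 100% = positive control at its reference dose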
* marks the source's active call; other numbers are inactive results; i = inactive; . = not tested or not shown.

Under each structure: MrgX1 antagonist, ANO1 activ, MrgX1 PAM, TRPC4 block, ANO1 block, MrgX1 ag, TRPC4 PAM, TRPC6 act, TRPC6 inh, TRPC4 agonist, SKKanGAS inh
O=C(O)c1ccc(N2CCCCC2)cc1
→ -6.4*, i, i, i, i, i, i, i, i, i, 10
O=C1C2C3c4ccccc4C(c4ccccc43)[C@@H]2C(=O)N1c1ccccn1 (stereo partly specified)
→ i, i, i, i, i, i, i, i, i, i, -4
COC(=O)C1=NN(C(C)=O)C2(CC(=O)N(c3cc(C)cc(C)c3)C2=O)C1 (stereo unspecified)
→ i, i, i, i, i, i, i, i, i, i, -6
O=C(NCCc1ccccc1)c1ccc([N+](=O)[O-])cc1
→ i, i, i, i, i, i, i, i, i, i, 2
CCc1ccc(N2C(=O)CC(N(CC3CCCO3)C(=O)/C=C/C(=O)O)C2=O)cc1 (stereo unspecified)
→ i, i, i, i, i, i, i, i, i, i, -4
Cc1c(C(=O)N2CCOCC2)c(S(=O)(=O)Nc2cccc(C#N)c2)c(C)n1C
→ i, i, i, i, i, i, i, i, i, i, 0
N#C/C(=C(/O)COC(=O)CCCNC(=O)c1ccc(Cl)cc1)c1nc2ccccc2[nH]1
→ i, i, i, i, i, i, i, i, i, i, 3
COc1ccc(C(=O)C2CCCN(Cc3cnc(N4CCOCC4)s3)C2)cc1F (stereo unspecified)
→ i, i, i, i, i, i, i, i, i, i, -5
COc1ccc(C(=O)NNC(=O)CSc2nnc(COc3ccccc3OC)n2C)cc1
→ i, i, i, i, i, i, i, i, i, i, -1
Cc1n[nH]c(C)c1N1C(=O)c2cccc3cc(Br)cc(c23)C1=O
→ i, i, i, i, i, i, i, i, i, i, -4
CCCCn1c(N)c(N(CC(C)C)C(=O)CSCc2c(C)noc2C)c(=O)[nH]c1=O
→ i, i, i, i, i, i, i, i, i, i, -1
Cc1ccc(C)c2c(SC(C)C(=O)NCc3ccco3)nc(-c3ccccc3)nc12 (stereo unspecified)
→ i, i, i, i, i, i, i, i, i, i, -5
Cc1cc(NC(=O)CN2CCCCC2C)no1 (stereo unspecified)
→ i, i, i, i, i, i, i, i, i, i, -3
CC(C)C(c1nnnn1CC1CCCO1)N1CCN(C2CCCC2)CC1 (stereo unspecified)
→ i, i, i, i, i, i, i, i, i, i, 2
Cc1cccc(C(=O)NCCCNC(=O)c2ccccn2)c1
→ i, i, i, i, i, i, i, i, i, i, -1
Cc1cccc2cc(CN(Cc3cccs3)C3(c4nnnn4C4CCCC4)CCCC3)c(=O)[nH]c12
→ i, i, i, i, i, i, i, i, i, i, 2
CN(C)S(=O)(=O)c1cccc(NC(=O)c2cnccn2)c1
→ i, ., i, i, i, i, i, i, i, i, 2
O=C1CCC/C1=C\c1ccccc1
→ i, i, i, i, i, i, i, i, i, i, -2
CC1=CC(=O)C(C(C)C)=C/C1=N/OC(=O)c1cccc([N+](=O)[O-])c1
→ i, i, i, i, i, i, i, i, i, i, -5
Cc1ccc(S(=O)(=O)/N=C2/NC(=O)/C(=C\c3cc(Br)cc(Br)c3O)S2)cc1
→ i, i, i, i, i, i, 34*, 71*, i, 64*, .
CC(NC(=O)CSc1ncn[nH]1)c1ccc(Cl)cc1Cl (stereo unspecified)
→ ., i, ., i, ., ., i, i, i, i, 3
CSCCC(NC(=O)c1ccc([N+](=O)[O-])cc1Cl)C(=O)OC(C)C(=O)NCc1ccco1 (stereo unspecified)
→ i, i, i, i, i, i, i, i, i, i, 12
Cc1cc(C)c(NC(=O)CS(=O)CC(=O)N2CCN(c3ccccc3)CC2)c(C)c1 (stereo unspecified)
→ i, i, i, i, i, i, i, i, i, i, -5
COC(=O)Nc1nnc(COc2cccc(C)c2)s1
→ i, i, i, i, i, i, i, i, i, i, 7
CC(=O)Nc1cc(C(=O)O)ccc1S(=O)(=O)c1ccc(C)cc1
→ i, i, i, i, i, i, i, i, i, i, -2
COc1cccc2c1OC[C@@H](CO)[C@H]2N(C)C(=O)Nc1ccccc1
→ i, i, i, i, i, i, i, i, i, i, -3
O=C(COC(=O)c1ccccc1[N+](=O)[O-])Nc1nnc(-c2ccccc2)o1
→ i, i, i, i, i, i, i, i, i, i, 0
CC1CN(S(=O)(=O)c2ccccc2)C(C)N1C(=O)N1CCOCC1 (stereo unspecified)
→ i, i, i, i, i, i, i, i, i, i, 6
COc1cc(Cl)ccc1OCc1cc(C(=O)N2C[C@H]3CC[C@H]2C3)no1
→ i, i, i, i, i, i, i, i, i, i, -1
CC(=O)c1c(C)[nH]c(C(=O)NCCc2ccccc2)c1C
→ i, i, i, i, i, i, i, i, i, i, 2
Cc1ccc(C)c(-c2ccc(=O)n(Cc3ccc(F)cc3Cl)n2)c1
→ i, i, i, i, i, i, 13*, i, i, i, 29
CC(=O)c1ccc(NC(=O)CSc2nnc(-c3ccco3)o2)cc1
→ i, i, i, i, i, i, i, i, i, i, 5
CSc1cccc(NC(=O)C2CCN(S(C)(=O)=O)CC2)c1
→ i, i, i, i, i, i, i, i, i, i, -2
CCOC(=O)c1cc2c(=O)n3ccccc3nc2n(CCOC)c1=NC(=O)c1c(-c2c(F)cccc2Cl)noc1C
→ i, i, i, i, i, i, i, i, i, i, .
CCOC(=O)c1cc(-c2cccc([N+](=O)[O-])c2)on1
→ i, i, i, i, i, i, i, i, i, i, -3
Cc1cccc(/C=N\NC(=O)c2sccc2-n2cccc2)c1
→ i, i, i, i, i, i, i, i, i, i, 4
CC(C)c1nnc(NC(=O)C2c3ccccc3Oc3ccccc32)s1
→ i, i, i, i, i, i, i, i, i, i, 4
CCCn1c(SCC(=O)NC(C)c2ccccc2)n[nH]c1=O (stereo unspecified)
→ i, i, i, i, i, i, i, i, i, i, -6
Cc1ccc(S(=O)(=O)N2CCOCC2)c(C)c1-n1cnnn1
→ i, i, i, i, i, i, i, i, i, i, 2
CCn1ncc(Br)c1C(=O)Nc1c(C)nn(Cc2c(F)c(F)c(F)c(F)c2F)c1C
→ i, i, i, i, i, i, i, i, i, i, .
C/C(=N\NC(=O)COc1cc(C)cc(C)c1)c1ccc(N2CCOCC2)cc1
→ i, i, i, i, i, i, i, i, i, i, 0
O=C(Nc1ccccc1)c1c(F)c(F)c(F)c(F)c1F
→ i, i, i, i, i, i, i, i, i, i, -3
Cc1cccc(-n2ncc3c2CCCC3NC(=O)CCCN2CCCCC2=O)c1C (stereo unspecified)
→ i, i, i, i, i, i, i, i, i, i, 1
CC(=O)Nc1cccc(NC(=O)c2cccc(OCc3ccccc3)c2)c1
→ i, i, i, i, i, i, i, i, i, i, -18
O=C(N/N=C1\CCSC1)c1cc(Cl)ccc1O
→ i, i, i, i, i, i, i, i, i, i, 29
Cc1ccccc1CC(=O)NCC1CCCCC1
→ i, i, i, i, i, i, i, i, i, i, -2
COc1ccc(C(=O)NC2CC2)cc1OC1CCN(Cc2cnn(C)c2C)CC1
→ i, i, i, i, i, i, i, i, i, i, -4
Cn1c(=O)cc(Nc2ccccc2)c2c(=O)n(-c3ccccc3)c(=O)n(-c3ccccc3)c21
→ i, i, i, i, i, i, i, i, i, i, -8
CNC(=O)/C(C#N)=C/c1ccc(-c2ccccc2[N+](=O)[O-])o1
→ i, i, i, i, i, i, i, i, i, i, 3
Cc1ccc(C)c(NC(=O)COc2coc(CN3CCc4ccccc43)cc2=O)c1
→ i, i, i, i, i, i, i, i, i, i, 2
O=C1CCC(C(=O)N2CCCC2)CN1CCc1cccc(F)c1 (stereo unspecified)
→ i, i, i, i, i, i, i, i, i, i, -2
COC(=O)c1c(NC(=O)C2Cc3ccccc3C(=O)O2)sc2c1CCCC2 (stereo unspecified)
→ i, i, i, i, i, i, i, i, i, i, 4
O=C(CCCC1=NS(=O)(=O)c2ccccc2N1)N1CCN(c2ccccc2)CC1
→ i, i, i, i, i, i, i, i, -5.7*, i, -3
CC(C)(C)NC(=O)NC(=O)CN1CCN(c2ccccc2O)CC1
→ i, i, i, i, i, i, i, i, i, i, 14
CC1CCC2(CC1)NC(=O)N(Cc1cc(=O)n3ccsc3n1)C2=O (stereo unspecified)
→ i, ., i, i, i, i, i, i, i, i, -4
N#CCC(=N)N1CCN(c2cccc(Cl)c2)CC1
→ i, i, i, i, i, i, i, i, i, i, 11
O=C(CNC(=S)N(Cc1ccccc1F)C1CCCCC1)NC1CC1
→ i, i, i, i, i, i, i, i, i, i, -1
O=C(NCC1CCCO1)c1ccccc1 (stereo unspecified)
→ i, i, i, i, i, i, i, i, i, i, -2

Pulled one by one from above:
Under each structure: MrgX1 antagonist, ANO1 activ, MrgX1 PAM, TRPC4 block, ANO1 block, MrgX1 ag, TRPC4 PAM, TRPC6 act, TRPC6 inh, TRPC4 agonist, SKKanGAS inh
O=C1CCC(C(=O)N2CCCC2)CN1CCc1cccc(F)c1 (stereo unspecified)
→ i, i, i, i, i, i, i, i, i, i, -2
O=C(N/N=C1\CCSC1)c1cc(Cl)ccc1O
→ i, i, i, i, i, i, i, i, i, i, 29
CC1CCC2(CC1)NC(=O)N(Cc1cc(=O)n3ccsc3n1)C2=O (stereo unspecified)
→ i, ., i, i, i, i, i, i, i, i, -4
COC(=O)c1c(NC(=O)C2Cc3ccccc3C(=O)O2)sc2c1CCCC2 (stereo unspecified)
→ i, i, i, i, i, i, i, i, i, i, 4
CC(=O)Nc1cccc(NC(=O)c2cccc(OCc3ccccc3)c2)c1
→ i, i, i, i, i, i, i, i, i, i, -18

Screening data deposited in PubChem by several laboratories.
